# Bioassay records from PubChem BioAssay.
# VP16 counter: inhibits Gal4-VP16 luciferase reporter, ROR gamma counter-screen | Drosophila S2 Gal4-VP16 UAS-luciferase, luminescence, 20 h | Potency, µM (top dose mostly 53.6 µM), inactives show top-dose activity, negative = inhibition, hits mostly inhibitors | 3.5% of 310,000 active;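 further: Gal4-VP16 expression switched on by copper sulfate through the metallothionein promoter; potency means the concentration at half of the fitted maximal effect; on the % scale 0 is the no-effect control and ±100 the full control effect; nearly all actives have a fitted effect of over 50% in size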
# NPC1 promoter act: activates the NPC1 promoter. 2.4% of 320,000 active. Potency, µM (doses to about 9.22 µM), for inactives: at the top dose activation, usual class: activators. Huh7 NPC1 promoter luciferase reporter, 24 h;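 further: potency means the concentration at half of the fitted maximal effect; % of control where 0% means no effect; nearly all actives have a fitted effect of over 60% in size; reporter is driven by a mutant NPC1 promoter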
#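 Stably transfected Huh7 (NPC1 promoter→luciferase), 1500 cells/well in Opti-MEM + 10% FBS, 2 h settle, then compound 24 h at 37 °C. Luminescence after 10 min with Amplite reagent.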
# RORg inh: blocks mouse ROR gamma transcriptional activity; P51450; Drosophila S2 Gal4-RORgamma UAS-luciferase reporter, 20 h; Potency, µM (highest dose often 53.6 µM), inactives show at the top dose activity change, negative = inhibition, hits mostly inhibitors; 5.4% of 310,000 active; AID 2551; further: potency means the concentration at half of the fitted maximal effect; on the % scale 0 is the no-effect control and ±100 the full control effect; nearly all actives have a fitted effect of over 60% in size
# Target sequence (P51450 whole entry, looked up, the tested form may be a part): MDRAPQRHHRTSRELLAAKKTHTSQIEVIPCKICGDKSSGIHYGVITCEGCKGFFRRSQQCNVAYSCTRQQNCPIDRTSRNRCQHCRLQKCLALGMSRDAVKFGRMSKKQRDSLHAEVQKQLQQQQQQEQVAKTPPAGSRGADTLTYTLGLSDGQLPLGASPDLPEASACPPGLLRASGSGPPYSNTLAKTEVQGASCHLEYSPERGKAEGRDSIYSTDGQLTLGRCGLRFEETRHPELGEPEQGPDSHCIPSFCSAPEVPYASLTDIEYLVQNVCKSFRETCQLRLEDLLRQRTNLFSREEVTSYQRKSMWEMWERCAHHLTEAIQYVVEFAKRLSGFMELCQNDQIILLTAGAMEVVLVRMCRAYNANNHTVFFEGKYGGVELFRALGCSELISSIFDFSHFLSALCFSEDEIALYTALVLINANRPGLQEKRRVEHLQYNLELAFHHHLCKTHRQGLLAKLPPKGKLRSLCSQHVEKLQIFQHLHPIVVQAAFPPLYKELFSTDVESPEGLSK
#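 A Gal4/UAS one-hybrid system in insect cells: metallothionein-promoter Gal4–ROR gamma fusion plus Photinus luciferase reporter. Copper sulfate 700 uM final, 20 hr ambient incubation, luminescent detection after 10 min with reagent.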
# Rab9 promoter act: Rab9 promoter activation; 2.8% of 320,000 active; Huh7 Rab9 promoter-luciferase reporter, luminescence, 24 h; Potency, µM (titrated, usually from 9.22 µM), for the others: at the highest dose activation, negative = inhibition, actives largely listed as activators; further: potency means the concentration at half of the fitted maximal effect; % of control where 0% means no effect; nearly all actives have a fitted effect of over 60% in size
#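 Cells were plated at 1500 per well in reduced-serum medium with 10% FBS and left 2 h. Compound in DMSO was then added for 24 h at 37 °C. Reporter signal was read by luminescence after 10 min with luciferase detection reagent.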
# KCNH2 3.1 inh: blocks the human KCNH2 3.1 channel isoform; U2OS KCNH2 3.1, thallium flux FluxOr; active compounds read low; activity change, % (tested at about 1.8 µM); 0.95% of 340,000 active; AID 720553;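 active means maximum activity change below -70%; inconclusive means maximum activity change from -70% to -50%; inactive means maximum activity change above -50%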;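 further: thallium influx rate constant from kinetic fluorescence after stimulation buffer; on the % scale 0 is the no-effect control and ±100 the full control effect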
#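 Thallium flux read-out: FluxOr dye with Red40 quencher in HBSS/HEPES, 45 min at RT. Rate constants from kinetic reads were normalized to positive and negative DMSO controls. Cells: U2OS virally expressing the 3.1 isoform.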
# ELG1 genotox: induces genotoxicity in HEK293T cells with luciferase-tagged ELG1 | HEK293T ELG1-luciferase reporter, luminescence, 16 h | Potency, µM (series often up to 46 µM), for the others: top-dose activity change, positive = activation, usual class: activators | 1.3% of 330,000 active | AID 504466; further: potency means the concentration at half of the fitted maximal effect; % of control where 0% means no effect; nearly all actives have a fitted effect of over 60% in size
#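 Reporter readout depends on ELG1 protein level, which increases with genetic stress. After 16 hr compound exposure at 37 °C, luciferase activity was quantified using ONE-Glo.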
# uPA generation: inhibitors of cell surface uPA generation | AID 540303 | 0.31% of 330,000 active | cell surface uPA generation assay, qHTS | Potency, µM (highest dose often 38.3 µM), without a hit: at the highest dose activity change, negative = inhibition, most hits filed as inhibitors; active means well fitted inhibition curve with a large enough effect; inconclusive means small, poorly fitted or top-dose-only effect; inactive means no such curve, though single readings can be large or run the other way; tested in mouse RAW 264.7 cells; further: potency means the concentration at half of the fitted maximal effect; on the % scale 0 is the no-effect control and ±100 the full control effect; nearly all actives have a fitted effect of over 55% in size
# Tb PFK block: T. brucei PFK enzyme inhibition; T. brucei PFK, ADP-Glo luminescence; Potency, µM (doses to about 57.5 µM), for inactives: top-dose activity, negative = inhibition, actives largely listed as inhibitors; AID 485367; 0.17% of 330,000 active;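 further: potency means the concentration at half of the fitted maximal effect; 0% = uninhibited 1x PFK enzyme wells and -100% = no-enzyme wells; nearly all actives have a fitted effect of over 60% in size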
#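 1.25 nM PFK with 0.5 mM F6P and 0.1 mM ATP in 0.1 M TEA pH 8.0, 5 mM MgCl2, incubated 45 min at room temperature; ADP measured by ADP-Glo luminescence; compounds titrated up to 57 uM.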
# FBPA coupling cs: inhibits coupling enzyme system, counter-screen for aldolase hits; activity change, negative = inhibition, % at 58.2 µM, hits read low; AID 2472; coupling enzyme system counterscreen, AmpLite Red fluorescence; 0.67% of 290,000 active; in the data active means activity change below about -30%; further: on the % scale 0 is the no-effect control and ±100 the full control effect
#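 Fluorescence at 525 nm excitation and 598 nm emission measured inhibition of the coupled detection system without aldolase. Compounds (at 57.5 uM final) were preincubated 10 min at room temperature with coupling enzyme reagent before a 20 min substrate/AmpLite Red step.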
# FLuc counter: counter-screen for miR-21 project: firefly luciferase inhibitors or activators | purified FLuc, Km substrates, luminescence inhibition | Potency, µM (series often up to 57.5 µM), for the others: top-dose activity change, negative = inhibition, hits mostly inhibitors | 6.9% of 360,000 active | AID 588342;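 further: potency means the concentration at half of the fitted maximal effect; plate controls were vehicle for no effect and reference inhibitor for full effect; nearly all actives have a fitted effect of over 55% in size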
# Target sequence (P08659 whole entry, looked up): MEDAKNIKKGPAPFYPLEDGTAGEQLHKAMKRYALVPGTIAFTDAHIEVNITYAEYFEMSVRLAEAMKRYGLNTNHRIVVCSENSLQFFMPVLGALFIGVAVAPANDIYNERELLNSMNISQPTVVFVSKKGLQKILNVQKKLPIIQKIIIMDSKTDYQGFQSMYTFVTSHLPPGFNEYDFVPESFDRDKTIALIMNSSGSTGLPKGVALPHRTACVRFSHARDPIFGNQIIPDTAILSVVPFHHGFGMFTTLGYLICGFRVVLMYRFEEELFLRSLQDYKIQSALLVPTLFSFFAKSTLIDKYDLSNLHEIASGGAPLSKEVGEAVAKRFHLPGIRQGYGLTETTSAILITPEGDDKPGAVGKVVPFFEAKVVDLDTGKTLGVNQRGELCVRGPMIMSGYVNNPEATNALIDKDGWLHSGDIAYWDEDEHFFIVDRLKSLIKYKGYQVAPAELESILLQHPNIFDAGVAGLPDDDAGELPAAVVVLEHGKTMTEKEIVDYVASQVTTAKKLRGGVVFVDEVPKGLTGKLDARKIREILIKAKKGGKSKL
#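 Biochemical qHTS of compounds, final roughly 60 µM downward over six points, against 10 nM purified firefly luciferase using Km concentrations of substrates (10 uM D-luciferin, 10 uM ATP) in Tris acetate pH 7.5 buffer; luminescence output.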
# Giardia killer: kills Giardia lamblia. Giardia lamblia trophozoite viability. activity change, % at 7.66 µM, hits read low. 0.15% of 340,000 active. AID 540267; in the data active means activity change below about -80%; inconclusive means between about -30% and that limit;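 further: parasites exposed to compound for two days anaerobically before the ATP read; on the % scale 0 is the no-effect control and ±100 the full control effect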
#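 Media and compound were dispensed first, then trophozoites at 100 cells/well; plates sat 48 hrs at 37 deg C without oxygen before ATP luminescence reagent was added and read after 15-30 min at room temperature.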
# Active calls of the source: *; ? = inconclusive; / = no result given; & = joins results of further samples; [ ] = dose if it differs, or a comment. Unless noted, the call rests on the fitted dose curve; in most records, active means well fitted curve in the direction sought with a large enough effect; inconclusive means small, poorly fitted or top-dose-only effect, or another doubt; inactive means no such curve, though single readings can be large; an effect the other way counts as inactive or inconclusive.
SMILES	VP16 counter	NPC1 promoter act	RORg inh	Rab9 promoter act	KCNH2 3.1 inh	ELG1 genotox	uPA generation	Tb PFK block	FBPA coupling cs	FLuc counter	Giardia killer
CCn1cc(Br)c(C(=O)Nc2ccc(F)cc2F)n1	5.1%	?	6.6%	?	4.0	12.3%	-0.8%	0.1%	0.9	?	-6.2
Cc1ccc2[nH]c(=O)c(CN(CC3CCCO3)C(=O)c3ccco3)cc2c1 (stereo unspecified)	17.2%	0.0%	14.2%	-2.8%	/	3.8%	/	0.7%	-0.9	-1.9%	/
CCNS(=O)(=O)c1c(C)cc(C)c(N(C)S(=O)(=O)c2ccccc2)c1C	0.6%	-8.1%	-4.9%	14.5%	-9.7	0.9%	-1.8%	-3.4%	-5.8	3.2%	-5.3
Cc1cc(C(=O)CCC(=O)N(C)CC(=O)Nc2ccc(OC(F)(F)F)cc2)c(C)s1	/	0.2%	/	0.1%	-4.7	1.2%	9.7%	0.0%	/	3.4%	1.7
Cc1cc(C)c(C)c(S(=O)(=O)N2CCC(C(=O)NCc3ccco3)CC2)c1C	/	-3.0%	/	-0.6%	20.1	-0.5%	-0.1%	4.2%	/	-2.1%	29.3
COc1cccc(/C=N/NC(=O)c2cnccn2)c1	-7.5%	15.6%	-2.9%	10.7%	0.0	14.4%	-2.4%	-0.2%	3.5	12µM*	17.0
COc1cnc(-c2ccccn2)nc1N(C)c1ccccc1	?	-0.2%	7.94µM*	1.3%[1.84 µM]	4.4	21.3%	-11.5%	6.5%	-1.8	10.7µM*	-14.7
COc1cc(NC2=Nc3cccc4cccc2c34)cc(OC)c1OC	?	1.1%	?	-6.9%	6.6	0.3%	1.6%	-2.2%	-12.8	-19.6%	-6.8
O=C(NCCc1ccc(C(F)(F)F)cc1)c1ccc(Cl)nc1	-1.0%	-0.7%	?	5.7%	-6.2	-7.7%	-0.5%	9.5%	2.3	7.6%	-15.1
Cc1nc2ccc(F)cc2cc1C(=O)Nc1ccc(Cl)c(Cl)c1	?	1.5%	7.2%	-8.0%	4.4	1.8%	2.0%	-0.6%	0.3	5.9%	2.7
CCOc1ccc(C(O)(c2ccccc2)C(CN2CCCC2)c2ccccc2)cc1 (stereo unspecified)	0.2%	-3.0%	-2.5%	-2.8%	-15.9	/	-7.9%	2.2%	0.2	2.1%	7.8
CN(C)CCn1c2c(c(SCC(=O)Nc3ccc4c(c3)OCCO4)nc1=O)CCCC2	/	-1.8%	/	-5.3%	6.8	2.2%	1.6%	-9.5%	/	2.7%	9.8
N#CC1(NC(=O)CSc2nc3ccc([N+](=O)[O-])cc3s2)CCCCC1	/	-0.9%	/	-4.3%	-16.5	-5.4%	-2.0%	0.1%	/	3.5%	7.5
O=C(O)c1ccc(/C=C/C(=O)c2ccc3c(c2)OCCCO3)cc1	10µM*	?	5.01µM*	?	-2.7	?	-3.5%	6.8%	12.0	0.0757µM*	?
Cc1ccc2nc(Nc3ccccc3)cc(C)c2c1	4.4%	9.7%	-23.4%	19.8%	-8.9	11.7%	?	-5.1%	0.9	23.9µM*	-19.3
S=C1CCC(c2ccc(Br)cc2)=NN1c1ccccc1	-12.5%	2.8%	?	-4.5%	-8.4	-0.6%	-21.8%	-10.2%	-1.2	-0.1%	21.9
CC1(C)NC(=O)N(CC(O)CN2C(=O)NC(C)(C)C2=O)C1=O	-8.3%	-2.9%	-11.8%	2.3%	-4.5	2.9%	4.4%	3.0%	2.3	5.4%	-0.8
Cc1ccc(Cn2nnc3c(=O)n(CC(=O)OCc4ccccc4)cnc32)cc1	-7.1%	-6.8%	12.0%	?	11.9	2.2%	3.0%	0.0%	-0.1	-11.9%	10.4
Clc1ccc(SCc2cc(-c3ccc(Cl)cc3)on2)cc1	9.1%	1.2%	?	-6.0%	-3.4	1.9%	-1.6%	-4.3%	1.8	-16.0%	-12.4
O=C(Cc1ccc(Cl)cc1Cl)Nc1ccncc1Cl	5.62µM*	-21.8%	-35.5%	-29.3%	5.6	-16.2%	-17.5%	0.3%	/	3.5%	4.7
N#C/C(=C\c1cccc(Oc2ccc(C(F)(F)F)cc2[N+](=O)[O-])c1)c1nc2ccccc2[nH]1	1.1%	-7.2%	1.7%	3.2%	6.0	0.0%	-1.0%	-4.1%	-4.1	?	0.4
CC(=O)c1cccc(NC(=O)CSc2nc(=O)n(CCCN3CCOCC3)c3c2CCC3)c1	/	-3.1%	/	-5.3%	1.2	-8.6%	12.0%	-7.9%	/	-0.6%	15.9
COc1cc(/C=C/C(=O)OCC(=O)Nc2ccc3c(c2)OCCO3)ccc1O	-5.9%	-1.4%	13.8%	-3.6%	-6.8	-0.2%	-16.4%	11.1%	0.4	?	20.9
COc1cc(C#N)ccc1OCC(=O)Nc1cccc(S(=O)(=O)N2CCCC2)c1	0.6%	-6.0%	-3.3%	0.1%	6.4	-9.5%	5.4%	11.0%	1.0	3.8%	7.4
Cc1cc(C)n(C(C)CC(=O)Nc2ccc(-c3ccno3)cc2)n1 (stereo unspecified)	-7.5%	0.7%	4.3%	0.3%	12.3	-0.7%[9.26 µM]	5.7%	-1.3%	-9.8	0.8%	-22.6
CC(NC(=O)c1ccccc1Br)c1nnc(SCC(=O)NC2=NCCS2)n1C (stereo unspecified)	8.7%	-0.1%	-26.9%	-4.2%	3.7	3.0%	3.7%	-4.0%	-0.1	0.5%	-4.9
C/C(=N\NC(=O)c1ccc(N(C)C)cc1)c1ccc(C)c(C)c1	-81.1%	1.9%	?	10.3%	2.5	2.7%	-4.2%	5.9%	1.1	?	-5.1
CCC(=O)N1CCc2cc(S(=O)(=O)CCC(=O)NCc3ccc(OC)cc3)ccc21	1.3%	-1.4%	-0.5%	0.1%	10.3	-0.2%[9.26 µM]	0.7%	-2.3%	-0.9	0.6%&-9.4%	-4.7
Cc1ccccc1C1C(C#N)=C(N)N(N(C)C)C2=C1C(=O)CC(C)(C)C2 (stereo unspecified)	-14.1%	-6.4%	5.3%	0.3%	-3.0	-4.4%	0.8%	4.0%	-0.5	0.5%	6.6
COc1cc(CNC(=O)c2ccccc2NC(=O)C2=C(C)OCCS2)cc(OC)c1OC	-2.3%	-18.5%	14.7%	-4.3%	-4.3	-9.2%	5.2%	-4.8%	/	-3.2%	-12.3
COc1cccc(-c2cccc(NC(=O)C3CCN(Cc4cnn(C)c4)CC3)c2)c1	5.1%	-3.7%	2.9%	-1.2%	0.1	-1.4%	7.3%	1.6%	0.2	-0.9%	-10.3
CCOC(=O)c1c(C)[nH]c(C(=O)COC(=O)c2ccco2)c1C	/	/	/	/	5.1	12.3%	0.7%	0.5%	/	/	19.1
CC1CCCCC12NC(=O)N(CC(=O)NCCc1ccccn1)C2=O (stereo unspecified)	-4.0%	-3.7%	-8.0%	-5.6%	-1.9	3.8%	-0.1%	-2.3%	1.7	7.9%	-11.2
O=c1c(-c2ccc3c(c2)OCCO3)c(C(F)(F)F)oc2cc(O)cc(O)c12	-14.8%	1.7%	?	-1.2%	1.1	-12.4%	2.1%	-4.9%	5.9	4.2%	-10.6
C/C(=N/Nc1nc(-c2ccccc2F)nc2ccccc12)c1ccccc1O	7.94µM*	2.3%	3.16µM*	-2.0%	-3.8	-10.4%	1.6%	3.1%	-0.3	-13.8%	-14.7
CC(C)(C)OC(=O)C[C@@H]1C/C=C\C[C@@H](CC(=O)NCCO)C(=O)N[C@H](Cc2ccccc2)COC1=O	/	/	/	/	14.5	0.5%	5.0%	10.3%	/	/	-9.9
CC(C)CN1CCN(Cc2cc(F)ccc2-n2cccn2)CC1CCO (stereo unspecified)	-4.3%	-0.2%	-0.4%	0.1%	16.4	-1.3%	3.2%	-0.1%	-0.6	-0.5%	4.1
CCCCN(CCCNC(=O)CN1C(=O)COc2ccc(S(=O)(=O)N3CCC(C)CC3)cc21)Cc1ccccc1	-9.6%	-2.4%	-10.0%	-5.4%	?	0.6%	?	-1.0%	-6.1	1.7%	7.8
COc1ccc(C2c3c(nc[nH]c3=O)Oc3nc[nH]c(=O)c32)cc1	-1.9%	-1.5%	0.0%	-4.8%	/	-3.6%	/	0.3%	1.9	-0.9%	/
Cn1cnnc1SCC(=O)NC(=O)NC1CCCC1	1.8%	1.6%	0.6%	-1.7%	11.4	1.0%	5.9%	0.5%	5.3	6.5%	-10.1
Cc1ccccc1NC(=S)NCC(c1cccnc1)N1CCOCC1 (stereo unspecified)	4.1%	-8.4%	1.3%	-0.5%	13.2	0.1%	-0.1%	-2.1%	0.3	1.0%	9.4
S=c1[nH]nc(Nc2ccccc2)s1	3.8%	9.0%	?	15.2%	-7.6	7.5%	-0.5%	-4.0%	1.6	-14.0%	4.4

# Compounds were not picked by outcome; any-hit rate near 14%.
